Compound activity: PubChem BioAssay, several laboratories
PostGolgi ctrl: inhibits growth of the yeast control strain. efflux-deficient yeast background strain, growth absorbance A615, 16 h. inhibition, % at 10 µM. hit rate 5% among 98,000
S1P2 blocker: blocks the human S1P2 receptor; hit rate 0.21% among 97,000; cell-based S1P2 antagonist assay, inhibition at 5 uM; inhibition, % at 5 µM; O95136; in the data active = inhibition above about 45%;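 note: CRE beta-lactamase reporter cells expressing human S1P2 stimulated with S1P; 0% = agonist at EC80 alone and 100% = agonist plus reference antagonist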
Target sequence (O95136 whole entry, looked up): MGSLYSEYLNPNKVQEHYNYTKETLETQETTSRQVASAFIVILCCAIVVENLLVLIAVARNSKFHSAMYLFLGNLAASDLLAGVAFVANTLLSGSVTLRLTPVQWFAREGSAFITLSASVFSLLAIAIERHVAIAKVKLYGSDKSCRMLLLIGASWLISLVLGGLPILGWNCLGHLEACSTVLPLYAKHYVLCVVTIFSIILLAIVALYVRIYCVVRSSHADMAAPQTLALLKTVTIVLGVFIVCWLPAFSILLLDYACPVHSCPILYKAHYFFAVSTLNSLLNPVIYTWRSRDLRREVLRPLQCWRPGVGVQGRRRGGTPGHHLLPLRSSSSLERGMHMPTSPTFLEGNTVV
PostGolgi yeast: growth inhibition of a yeast mutant, post-Golgi transport screen; hit rate 0.9% among 98,000; post-Golgi transport phenotypic cell assay; AID 739; inhibition, % at 10 µM;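 note: yeast cells grown in 1536-well plates; yeast grown about 18 h at 30C before absorbance read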
S1P2 ag: S1P2 (human) receptor agonism | AID 729 | S1P2-expressing cell line, agonist reporter read-out | activation, % at 4.5 µM | hit rate 0.46% among 97,000 | O95136; in the data active = activation above about 16%;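 note: 0% = vehicle low control and 100% = maximal reference agonist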
sEH inhibitor: inhibitors of human soluble epoxide hydrolase. hit rate 0.34% among 91,000. recombinant human sEH enzymatic activity assay. inhibition, % at 2 µM. P34913; in the data active = inhibition above about 80%; note: values of inactives mirror those of a sister screen read the other way; many of its hits are not listed in these tables
Target sequence (P34913 whole entry, looked up): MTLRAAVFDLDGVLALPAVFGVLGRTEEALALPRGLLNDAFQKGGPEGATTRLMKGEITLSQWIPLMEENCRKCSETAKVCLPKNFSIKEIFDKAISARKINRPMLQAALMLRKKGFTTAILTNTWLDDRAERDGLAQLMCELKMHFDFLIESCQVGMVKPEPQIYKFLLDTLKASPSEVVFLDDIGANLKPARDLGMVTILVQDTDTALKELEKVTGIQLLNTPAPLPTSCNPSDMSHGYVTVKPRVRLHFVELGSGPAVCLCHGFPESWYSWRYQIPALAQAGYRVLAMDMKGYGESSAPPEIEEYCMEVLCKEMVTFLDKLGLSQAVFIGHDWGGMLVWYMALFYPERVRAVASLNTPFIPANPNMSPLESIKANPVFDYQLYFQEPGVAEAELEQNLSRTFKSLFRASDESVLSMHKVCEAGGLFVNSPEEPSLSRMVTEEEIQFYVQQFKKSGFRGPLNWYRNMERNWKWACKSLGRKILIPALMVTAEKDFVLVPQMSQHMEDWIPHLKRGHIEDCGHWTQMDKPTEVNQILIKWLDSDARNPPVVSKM
Mac1 fbg inh: inhibitors of human CD11b/CD18 binding to fibrinogen; hit rate 0.54% among 93,000; K562 CD11b/CD18 adhesion to fibrinogen, ATPlite luminescence; Mn2+ added to activate the integrin; AID 1497; inhibition, % at 10 µM;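 active = primary inhibition of 50% or more at 10 µM, then 40% or more on retest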; note: some results filed as inactive read as strong as hits
sEH activator: soluble epoxide hydrolase (human) activation. activation, % at 2 µM. hit rate 0.04% among 91,000. P34913. purified human sEH enzymatic activity, activator screen; in the data active = activation above about 37%; note: values of inactives mirror those of a sister screen read the other way
E coli WT exp: blocks growth of wild type E. coli BW25113. growth inhibition, % at 100 µM. hit rate 0.15% among 98,000. AID 710. OD600 absorbance;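 active = growth inhibition above about 50% at one test dose, limit read from the data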;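 note: growth measured after 20 h incubation at 37 °C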
PLAP activator: human PLAP activation; purified PLAP enzyme, luminescent substrate read-out; hits give high values; activation fold at 20 µM; hit rate 1.2% among 96,000; in the data active = activation fold above about 2
Numbers without * were called inactive; nt = no result given. Cut-off read from the data, not from the text of the source, unless noted: active = inhibition above about 30%; inactive = the rest.

Results follow in this order: PostGolgi ctrl	S1P2 blocker	PostGolgi yeast	S1P2 ag	sEH inhibitor	Mac1 fbg inh	sEH activator	E coli WT exp	PLAP activator
1: COc1ccccc1C1N(c2cc(Cl)ccc2OC)C(=O)C2CCCN21 (stereo not drawn)
→ 6	12	-7	-1	-17	-3	17	7	1.5
2: COc1ccc(N=C2NN=C(c3ccc4c(c3)OCCO4)CS2)cc1
→ 3	-1	7	-12	-29	-23	32	-6	0.9
3: COc1cc(NC(=O)c2cc3ccccc3o2)c(OC)cc1Cl
→ 6	-7	14	-6	-5	8	4	-8	0.9
4: Cc1cc(C)nc(NS(=O)(=O)c2ccc(NS(=O)(=O)c3ccccc3)cc2)n1
→ 1	12	-6	-4	4	-6	-10	5	1.1
5: O=C(C(c1ccccc1)c1ccccc1)N1CCN(CC(O)COc2ccccc2)CC1 (stereo not drawn)
→ 9	nt	-1	nt	nt	-7	nt	12	1.8
6: Cc1cc2oc(=O)cc(COC(=O)Cn3cnnn3)c2cc1C(C)C
→ 2	5	0	2	-6	nt	5	0	nt
7: Cc1ccc(C2c3c(oc4ccccc4c3=O)C(=O)N2CCCN2CCOCC2)o1 (stereo not drawn)
→ 3	-7	23	-3	-1	6	1	-11	1.5
8: CSc1nc(N)c(C#N)c(-c2ccc(Cl)cc2)c1C#N
→ 10	14	11	-4	nt	-3	nt	-1	0.9
9: COC(=O)c1ccc(NC2=CC(=O)CC(C)(C)C2)cc1
→ 8	17	-10	-3	nt	-13	nt	-6	1.1
10: CC(=O)c1c(C)[nH]c(C(=O)COc2cc(C)ccc2C(C)C)c1C
→ 4	66*	4	-1	3	10	0	-11	0.8
11: COc1ccc(S(=O)(=O)N2CN(Cc3ccco3)c3nc4ccccc4nc32)cc1
→ 15	-2	-2	-4	-3	-6	4	-15	1.3
12: Cc1ccc(/C=N/n2c(COc3ccccc3)n[nH]c2=S)s1
→ 9	11	1	-5	10	nt	-6	2	1
13: Cc1c(NC(=O)c2ccc3ncccc3c2)c(=O)n(-c2ccccc2)n1C
→ -1	-190	4	-4	-2	-14	6	-3	1
14: c1ccc(OCCOc2ncnc3ccccc23)cc1
→ 11	nt	6	nt	nt	9	nt	-2	0.8
15: COc1cccc(-c2csc(NC(C)=O)n2)c1
→ 20	-19	-4	-4	20	-56	-19	0	1.1
16: Cc1nnc(SCSc2nnc(C)s2)s1
→ 1	nt	19	nt	nt	-14	nt	9	0.9
17: O=C(Nc1cccc(-c2cnc3ccccc3n2)c1)c1ccc(Cl)cc1
→ 5	1	11	-3	16	0	-16	0	1
18: CCOC(=O)C1=C(OCc2ccc(Cl)cc2)C2C=C(C)C=CC2N=C1 (stereo not drawn)
→ 23	-4	-8	-6	-2	6	-1	20	1.1
19: O=C1c2ccccc2-c2nccnc21
→ 6	3	-6	-10	3	8	0	8	1.1
20: COc1ccc(S(=O)(=O)CCc2nnc(NC(=O)c3cccs3)s2)cc1
→ 0	-19	7	-4	11	3	-8	5	1

Printed as active in S1P2 blocker, among the entries above:
cpd | Structure | PostGolgi ctrl | S1P2 blocker | S1P2 ag | sEH inhibitor | Mac1 fbg inh | sEH activator | PLAP activator
10 | CC(=O)c1c(C)[nH]c(C(=O)COc2cc(C)ccc2C(C)C)c1C | 4 | 66* | -1 | 3 | 10 | 0 | 0.8

Continued:
Results follow in this order: PostGolgi ctrl	S1P2 blocker	PostGolgi yeast	S1P2 ag	sEH inhibitor	Mac1 fbg inh	sEH activator	E coli WT exp	PLAP activator
21: COc1ccc(NC(=O)COC(=O)c2ccc(OCc3c(C)noc3C)cc2)cc1OC
→ 10	0	-5	-9	-2	nt	4	-11	0.9
22: CCN(C(=O)c1cn(C)c(=O)c2cc(OC)c(OC)cc12)c1cc(C)ccc1C
→ 9	4	-3	-4	nt	18	nt	11	1.5
23: COc1ccc(Nc2cc(C(=O)NCCCN3CCN(C)CC3)c3ccccc3n2)cc1
→ 6	12	2	-3	17	15	-17	-3	1.4
24: COc1ccc(Cl)cc1NC(=O)Nn1cnnc1
→ 5	2	-2	-4	-6	-16	5	6	0.8
25: COc1ccccc1N(CN1C(=O)c2ccccc2C1=O)C(=O)c1cccnc1
→ -4	-12	-8	-1	nt	0	nt	-3	1.1
26: CCOCN(C(=O)Cn1c(CO)nc2ccccc21)c1c(C)cccc1CC
→ 3	-2	-6	-7	6	-4	-5	3	1.3
27: CCCCN(CC)CCCNC(=O)CC1Oc2ccccc2NC1=O (stereo not drawn)
→ 12	-3	9	-4	1	6	0	3	0.9
28: O=c1ccc2cc(S(=O)(=O)N3CCN(c4cc(Cl)ccc4Cl)CC3)ccc2o1
→ 17	8	2	-2	-19	-9	15	-6	1.5
29: CCCCC(=O)Nc1ccc(NC(=O)c2cccs2)cn1
→ nt	-14	nt	-7	1	nt	2	nt	nt
30: COc1cccc(N2CC(C(=O)Oc3ccc4ccccc4c3)CC2=O)c1 (stereo not drawn)
→ 7	0	-2	2	11	0	-13	3	0.9

Some of the entries so far, as labelled records:
13	Cc1c(NC(=O)c2ccc3ncccc3c2)c(=O)n(-c2ccccc2)n1C
  PostGolgi ctrl: -1
  S1P2 blocker: -190
  PostGolgi yeast: 4
  S1P2 ag: -4
  sEH inhibitor: -2
  Mac1 fbg inh: -14
  sEH activator: 6
  E coli WT exp: -3
  PLAP activator: 1

14	c1ccc(OCCOc2ncnc3ccccc23)cc1
  PostGolgi ctrl: 11
  S1P2 blocker: nt
  PostGolgi yeast: 6
  S1P2 ag: nt
  sEH inhibitor: nt
  Mac1 fbg inh: 9
  sEH activator: nt
  E coli WT exp: -2
  PLAP activator: 0.8

15	COc1cccc(-c2csc(NC(C)=O)n2)c1
  PostGolgi ctrl: 20
  S1P2 blocker: -19
  PostGolgi yeast: -4
  S1P2 ag: -4
  sEH inhibitor: 20
  Mac1 fbg inh: -56
  sEH activator: -19
  E coli WT exp: 0
  PLAP activator: 1.1

16	Cc1nnc(SCSc2nnc(C)s2)s1
  PostGolgi ctrl: 1
  S1P2 blocker: nt
  PostGolgi yeast: 19
  S1P2 ag: nt
  sEH inhibitor: nt
  Mac1 fbg inh: -14
  sEH activator: nt
  E coli WT exp: 9
  PLAP activator: 0.9

Some of these compounds in order of molecular weight, largest number first.
Results follow in this order: PostGolgi ctrl	S1P2 blocker	PostGolgi yeast	S1P2 ag	sEH inhibitor	Mac1 fbg inh	sEH activator	E coli WT exp	PLAP activator
21: COc1ccc(NC(=O)COC(=O)c2ccc(OCc3c(C)noc3C)cc2)cc1OC
→ 10	0	-5	-9	-2	nt	4	-11	0.9
28: O=c1ccc2cc(S(=O)(=O)N3CCN(c4cc(Cl)ccc4Cl)CC3)ccc2o1
→ 17	8	2	-2	-19	-9	15	-6	1.5
23: COc1ccc(Nc2cc(C(=O)NCCCN3CCN(C)CC3)c3ccccc3n2)cc1
→ 6	12	2	-3	17	15	-17	-3	1.4

Following part:
Results follow in this order: PostGolgi ctrl	S1P2 blocker	PostGolgi yeast	S1P2 ag	sEH inhibitor	Mac1 fbg inh	sEH activator	E coli WT exp	PLAP activator
31: COc1ccc(-c2c(S(=O)(=O)c3ccccc3)cnn2-c2ccccc2)cc1
→ 23	8	-5	-7	10	-22	-10	-15	1
32: Cn1c(=O)[nH]c(=O)c2c1nc(CN1CCOCC1)n2Cc1ccccc1
→ 6	6	-2	-6	-26	nt	26	26	1
33: Cc1ccn2c(NC(=O)c3ccco3)c(-c3ccccc3)nc2c1
→ nt	-2	nt	-4	5	nt	-2	nt	nt
34: C/C(=N\N=C1\NC(=O)CC(C(=O)O)S1)c1cccs1 (stereo not drawn)
→ -2	-9	3	-7	-8	nt	4	-2	1.1
35: Cc1ccc(C2=CC(c3cccs3)n3nnnc3N2)cc1 (stereo not drawn)
→ -9	3	3	-6	-6	23	10	-6	1.1
36: CC(C)CC(C(=O)O)C(C)CC(=O)Nc1ccn(-c2ccccc2)n1 (stereo not drawn)
→ 3	8	-1	-5	-28	nt	28	1	nt
37: CN(c1ccc(Cl)cc1)c1cc(=O)n(C)c2ccccc12
→ 64*	-2	1	0	-1	1	2	11	1.5
38: CN1CCCC(OC(=O)COc2ccc(Br)cc2)C1 (stereo not drawn)
→ -8	5	15	-8	-4	-29	5	-6	1.2
39: CC(=O)N1C(=O)C2(C(C#N)=C(N)Oc3n[nH]c(-c4ccccn4)c32)c2ccccc21 (stereo not drawn)
→ 15	nt	0	nt	nt	-1	nt	-5	1.2
40: O=C(Nc1nnc(-c2ccccc2)s1)c1ccc(Cl)c(S(=O)(=O)N2CCOCC2)c1
→ 3	8	-9	-7	nt	10	nt	-13	1.2
41: CCC(C(=O)O/N=C(\N)c1ccccc1)c1ccccc1 (stereo not drawn)
→ 7	-26	3	1	1	2	1	4	0.9
42: COc1ccc(N(CC(=O)Nc2nc3ccc(C)cc3s2)S(=O)(=O)c2c(C)nn(C)c2C)cc1
→ 32*	-18	-1	-2	9	4	-6	-5	1.5
43: O=C(NCc1ccccc1)c1ccc(CS(=O)(=O)c2ccccc2)o1
→ -7	4	-3	-5	0	3	-1	8	0.8
44: Cc1cccc(-c2nnc(SCc3cc(=O)[nH]c4ccccc34)n2C)c1
→ 3	3	0	0	-7	-7	7	9	0.9
45: CN1CC(=O)N(CC(=O)NCCc2ccc(F)cc2)c2ccccc2C1=O
→ 0	-11	-2	-5	0	-9	0	8	1
46: Cc1ccc(C(=O)COc2cccc(NC(=O)c3ccco3)c2)cc1
→ -4	-12	-3	-6	-3	-1	4	-5	0.9
47: O=C(Nc1ccon1)c1ccc(S(=O)(=O)N2CCCCCC2)cc1
→ 8	-5	0	-3	41	-13	-40	1	1.1
48: O=C(CN(c1ccc(F)cc1)S(=O)(=O)c1ccc2c(c1)OCCO2)NCC1CCCO1 (stereo not drawn)
→ 33*	2	-5	-3	15	0	-10	1	1.2
49: COc1ccc(N2CCN(C(=O)c3c(-c4ccccc4)noc3C)CC2)cc1
→ 0	9	0	-5	13	nt	-13	-4	nt
50: CCC(Sc1ncnc2sc(C)c(C)c12)C(=O)OC (stereo not drawn)
→ 15	-27	2	-3	3	-10	-3	4	1.6
51: Cc1ccc(-c2ccc(CCC(=O)O)n2CC(=O)O)cc1
→ -1	10	1	-5	0	-15	1	-3	1.4
52: Cn1c2ccccc2c2ncn(Cc3ccco3)c(=O)c21
→ 10	-37	-2	3	10	-1	-12	-10	1
53: CCOC(=O)c1[nH]c2ccc(OC)cc2c1NC(=O)c1nonc1C
→ 0	-4	12	-1	1	12	0	1	1
54: O=C1CCCC2=C1C(c1cccs1)n1ncnc1N2 (stereo not drawn)
→ -11	7	11	-7	-5	-26	2	-2	0.9
55: COc1cc(OC)cc(C(=O)NCCOc2ccccc2)c1
→ 1	17	0	-2	-6	1	4	-5	0.9
56: NC(=O)C1CCN(C(=O)c2ccc(CS(=O)(=O)c3c(Cl)cccc3Cl)o2)CC1
→ -2	11	1	-5	-2	-12	1	2	0.9
57: Cc1ccc(C(=O)NCCNC(=O)CN2CCCC2)cc1
→ 2	-11	-23	-1	nt	-10	nt	-11	0.8
58: Clc1cccc(CN2CCC(Cc3ccccc3)CC2)c1
→ 16	-3	3	-1	4	12	-1	15	0.9
59: Cc1nc2ccccc2c(=O)n1/N=C/c1cccnc1
→ 16	1	9	0	5	-7	-3	2	0.8
60: COc1ccc(-c2c(C#N)c(N)nc3c2CCCCCC3)cc1OC
→ 13	-15	-3	-1	10	-20	-14	-15	1
61: O=C(Cn1nnc(-c2cccc(C(F)(F)F)c2)n1)NC(=O)NCc1ccco1
→ -1	-18	4	-6	-26	-4	25	1	0.8
